# High-throughput results as filed in PubChem BioAssay.
# NTR1 ag = NTR1-driven beta-arrestin-GFP spot formation – imaging, U2OS cells, high content, primary screen (AID 493036); P30989; agonist mode; activation, % at 20 µM; hit rate 0.17% among 330,000;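 active = activation at or above 40% of the spot to cytoplasm intensity ratio, with at least 20 cells analyzed; inconclusive = wells under 20 cells, flagged as cytotoxic or low count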;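 note: 0% = DMSO without peptide and 100% = 100 nM NTR1 peptide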
# Target sequence (P30989 whole entry, looked up): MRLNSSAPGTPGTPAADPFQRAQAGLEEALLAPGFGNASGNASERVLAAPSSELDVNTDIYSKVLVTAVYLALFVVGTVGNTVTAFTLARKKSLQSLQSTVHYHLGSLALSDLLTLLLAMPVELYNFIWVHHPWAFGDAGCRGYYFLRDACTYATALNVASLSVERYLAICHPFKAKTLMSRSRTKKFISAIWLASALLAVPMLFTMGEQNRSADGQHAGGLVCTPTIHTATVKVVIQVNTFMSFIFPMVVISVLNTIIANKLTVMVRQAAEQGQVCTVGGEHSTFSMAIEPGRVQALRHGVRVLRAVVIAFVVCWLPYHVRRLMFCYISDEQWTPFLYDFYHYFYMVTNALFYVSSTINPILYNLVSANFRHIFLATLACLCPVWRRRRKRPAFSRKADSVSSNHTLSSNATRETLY
# GPR35 arrestin U2OS = GPR35 antagonists blocking zaprinast-driven arrestin recruitment, primary screen, imaging, U2OS, beta-arrestin-GFP, zaprinast agonist (AID 2058); hit rate 0.052% among 290,000; U2OS GPR35 beta-arrestin-GFP translocation imaging, zaprinast antagonism; higher % means a stronger effect; inhibition, % at 10 µM, or IC50 in µM where a hit was titrated;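 active = inhibition of at least 50% with at least 30 cells and total cytoplasm GFP at most 10,000,000; inconclusive = under 30 cells or total GFP of 10,000,000 plus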
# HIV fusion peptide = cell-free HIV fusion peptide-binding blockers – biochemical, uHTS, fluorescence dequenching, primary screen (AID 1986) | cell-free peptide binding, fluorescence dequenching, 30 min; higher % means a stronger effect | inhibition, % at 20 µM, or IC50 in µM where a hit was titrated | hit rate 0.3% among 290,000; in the data active = inhibition mostly above about 52%, no sharp cut-off; inactive = mostly below about 76%; note: some results filed as inactive read as strong as hits
# Siah-1 displacement = Siah-1 peptide-binding antagonists, primary screen, biochemical, fluorescence polarization, rhodamine-plectin, uHTS (AID 1817); Siah-1 / rhodamine-plectin peptide fluorescence polarization; higher % means a stronger effect; hit rate 0.02% among 290,000; one-dose displacement, % at 20 µM; IC50 in µM for titrated hits;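 active = displacement of at least 50% at 20 µM, with a fluorescence ratio check between 0.3 and a set limit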;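 note: plate controls were Siah plus tracer with DMSO for no effect and tracer alone without Siah for full effect; strong numbers were not always called active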
# AID2073 = disruptors of CaV2.2 binding to Mint1 – biochemical, HTRF (AID 2073); hit rate 0.19% among 290,000; HTRF protein-protein interaction, Mint1-CaV2.2; higher % means a stronger effect; inhibition, % at 20 µM, or IC50 in µM where a hit was titrated; in the data active = inhibition mostly above about 51%, no sharp cut-off; inconclusive = no clear call, values can overlap the other calls; inactive = mostly below about 53%; note: some results filed as inactive read as strong as hits
# GPR55 beta-arrestin = GPR55 agonists via beta-arrestin recruitment, primary screen, imaging, U2OS cells, beta-arrestin-GFP redistribution (AID 1961) | U2OS GPR55 beta-arrestin-GFP redistribution imaging; higher % means a stronger effect | activation, % at 10 µM; hits with a dose series show EC50 in µM | hit rate 0.048% among 290,000;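 active = activation above 40% with more than 50 cells counted in the well; inconclusive = wells holding fewer than 50 cells, flagged as toxic or sparse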;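 note: U2OS osteosarcoma cells stably expressing GPR55 and beta-arrestin-GFP; plate controls were DMSO negative control for no effect and LPI positive control for full effect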
# K1F lysis inhibition = protection from phage-mediated lysis, alamar blue read-out – E. coli UTI89, K1F phage, bacterial capsule biogenesis inhibitors (AID 488966); one-dose inhibition, % at 100 µM; IC50 in µM for titrated hits; hit rate 0.02% among 340,000; E. coli UTI89 K1F phage lysis, alamar blue, 2 h; higher % means a stronger effect;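 active = phage lysis inhibition, versus mean bacterial control, above a set limit; inconclusive = no clear call, values can overlap the other calls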;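 note: capsule biogenesis inhibitors block K1F phage lysis so surviving cells raise fluorescence; higher fluorescence means more inhibition of phage lysis; actives were called in the ten point dose series up to 300 µM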
# Dengue-2 NS5 capping = Dengue-2 NS5 methyltransferase inhibitors, primary screen, biochemical, confirmation dose response (AID 588689). hit rate 0.3% among 340,000. one-dose inhibition, % at 25 µM; IC50 in µM for titrated hits. Dengue-2 NS5 methyltransferase capping enzyme assay, biochemical; higher % means a stronger effect; in the data active = a potency from the dose series; inconclusive = inhibition above about 29% without an active follow-up result
# GPR55 antagonists = inhibition of LPI-stimulated GPR55 beta-arrestin translocation – imaging, U2OS, beta-arrestin-GFP, LPI agonist, primary screen (AID 2013); inhibition, % at 10 µM; hits with a dose series show IC50 in µM; hit rate 0.13% among 290,000; U2OS GPR55 beta-arrestin-GFP translocation imaging, LPI antagonism; higher % means a stronger effect;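 active = spots per cell inhibited over 60%, with over 100 cells counted and total cytoplasm intensity under 500,000; inconclusive = wells with under 100 cells, flagged as likely toxic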;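 note: U2OS cells stably carrying GPR55 and arrestin-GFP stimulated by 5 µM LPI near EC80; imaged beta-arrestin-GFP aggregate spots per cell after agonist stimulation; plate controls were LPI-stimulated DMSO wells for no effect and DMSO wells without LPI for full effect; some results filed as inactive read as strong as hits; confirmed hits need IC50 under 10 µM and bright autofluorescent wells are also inconclusive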
# NTR1 ag cell count 20 µM = further read-out of NTR1 ag, marked with its call; cell count; measured here: cell count, cytotoxicity flag
# Dengue-2 NS5 capping pilot replicate = recorded beside Dengue-2 NS5 capping, whose call it bears; inhibition, %; measured here: pilot screen replicate inhibition
# Active calls of the source: *; ? = inconclusive; . = no result given.
SMILES,NTR1 ag,NTR1 ag cell count 20 µM,GPR35 arrestin U2OS,HIV fusion peptide,Siah-1 displacement,AID2073,GPR55 beta-arrestin,K1F lysis inhibition,Dengue-2 NS5 capping,GPR55 antagonists,others
CC1=NC(C(F)(F)F)(C(F)(F)F)C(C#N)=C(C)N1,-0.1,41,24%,0.1%,5%,-1%,-0.1%,1.2%,2%,10%,
CS(=O)(=O)Cc1cccc(C(=O)NC2CCSc3ccccc32)c1 (configuration not stated),3.1,43,-4%,-1.9%,-2%,10%,-0.2%,-0.4%,-8%,2%,
CCOc1ccc(C(=O)NCc2ccc3c(c2)OCO3)cc1OCC,0.8,66,1%,0.4%,2%,-4%,-0.2%,-0.1%,-4%,-28%,Dengue-2 NS5 capping pilot replicate=-3.0
CCN(CC)S(=O)(=O)c1cccc(C(=O)OCC(=O)Nc2ccc3c(c2)c2ccccc2n3CC)c1,-0.6,39,-4%,7.3%,-2%,13%,-0.1%,-0.6%,-4%,2%,
Cc1ccc([N+](=O)[O-])cc1N=C(c1cccc(Br)c1)N1CCOCC1,2.8,70,8%,0.6%,4%,2%,0.3%,1.2%,-4%,7%,
Cc1ccc(CCN2CC(C(=O)NCCN3CCCCCC3)CC2=O)cc1 (configuration not stated),-1.6,45,-7%,0.9%,-2%,-4%,-0.1%,1.3%,-11%,24%,
CC1=CC(C)(C)N2C(=O)C3(C(C#N)=C(N)Oc4cc(C)oc(=O)c43)c3cccc1c32 (configuration not stated),0.9,46,-1%,-1.7%,-2%,-6%,0.1%,2.5%,-5%,10%,
c1ccc2sc(SN3CCOCC3)nc2c1,0.1,43,6%,0.5%,-3%,-18%,-0.1%,-0.3%,-16%,6%,
O=C(O)CC1(CC(=O)NCc2csc(-c3cccs3)n2)CCCCC1,1.5,62,17%,-2.2%,-6%,-13%,-0.1%,-2.0%,0%,0%,
Cc1cc(C)n(-c2nnc(C)c(=O)[nH]2)n1,0.7,74,-1%,-1.3%,3%,4%,-0.1%,-0.1%,-4%,3%,
O=c1cc(-c2c(F)c(F)c(F)c(F)c2F)oc2c(F)c(F)c(F)c(F)c12,26,53,-9%,0.1%,-2%,6%,-0.1%,.,.,25%,
COc1ccc(Oc2nc(Oc3ccc(OC)cc3)nc(Oc3ccc(OC)cc3)n2)cc1,-0.2,84,-3%,1.1%,14%,14%,-0.1%,0.2%,-2%,1%,
COC1Cc2ccccc2N(C(=O)N2CCN(CCO)CC2)c2ccccc21 (configuration not stated),-1.5,50,-2%,-0.7%,-3%,4%,0.2%,-0.2%,4%,-13%,
COc1ccc(NC(=O)CC2SC(N)=NC2=O)c([N+](=O)[O-])c1 (configuration not stated),-2.1,76,1%,-0.4%,-6%,-4%,-0.1%,0.0%,4%,3%,
O=C1N=C(N2CCCC2)S/C1=C\c1cn[nH]c1-c1ccccc1,2.4,56,5%,-0.2%,5%,-1%,-0.2%,.,.,9%,
CC1(C)CC(=O)C(C(=O)/C=C/c2ccco2)C(=O)C1,-0.4,33,-6%,28%,3%,14%,-0.1%,-0.3%,-9%,1%,
Cc1ccnc2nc(C(=O)NC3=NCCS3)nn12,-0.7,41,-1%,-1.3%,2%,10%,0.5%,-0.2%,-7%,6%,
COc1ccc2c(c1)c(C(=O)N/N=C/c1cn(C)c3ccccc13)c(C)n2C,0.8,61,-2%,0.1%,6%,1%,-0.3%,-0.2%,-3%,-6%,
c1ccc(-n2nnnc2Cc2nnnn2-c2ccccc2)cc1,0.9,27,0%,0.1%,8%,-1%,0.1%,0.2%,-2%,6%,
CCc1nc(SCC(=O)NCc2ccc(F)cc2)c2c(=O)n(C)c(=O)n(C)c2n1,0.9,94,-1%,0.2%,2%,2%,1.2%,-1.5%,-2%,-10%,
COc1ccc(C)cc1NC(=O)Cc1c(C(=O)O)n(C)c2ccccc12,1.3,46,0%,4.2%,12%,-12%,0.4%,0.0%,-3%,-10%,
O=C(NNc1cccc(Cl)n1)Nc1ccccc1,-1.3,78,12%,-1.3%,3%,-59%,0.2%,0.0%,-7%,-8%,
COc1cccc2cc(-c3ccnc(=S)[nH]3)oc12,-0.8,52,-6%,-1.4%,1%,27%,-0.3%,.,.,5%,
COc1cccc(/C=C(\C#N)c2nc3ccc(C)cc3[nH]2)c1OCC(=O)O,-0.9,65,-10%,1.3%,5%,12%,0.3%,0.3%,5%,-4%,Dengue-2 NS5 capping pilot replicate=5.2
CCOC(=O)c1cc(-c2cc3ccccc3o2)nc2c1c(=O)[nH]c(=O)n2CCOC,6.2,55,-1%,0.0%,-1%,?,-0.2%,1.7%,6%,17%,
CCOC(CNC(=O)c1cccn2c(=O)c3cc(Cl)ccc3nc12)OCC,8.7,60,6%,-1.1%,0%,14%,-0.1%,5.4%,14%,1%,
O=C(Nc1ccccc1)c1cc2ccccc2[nH]1,-1.5,51,9%,3.6%,4%,-3%,-0.3%,0.3%,-9%,15%,
O=C(NCc1ccccc1)C1=C[C@@H](C2CC2)C[C@@H](OCc2ccc(CO)cc2)O1,-0.4,56,1%,-0.5%,-3%,-2%,0.1%,1.9%,-2%,5%,
COc1ccc(C2C(C(=O)NCc3ccccn3)c3cc(OC)c(OC)cc3C(=O)N2C)cc1 (configuration not stated),0.9,82,-3%,-1.0%,-2%,4%,0.0%,0.4%,-4%,14%,
COc1ccc(/C=C(\C#N)C(=O)NC(C)c2ccccc2)cc1O (configuration not stated),0.5,41,10%,-3.0%,-2%,12%,-0.1%,-0.2%,-5%,4%,
Cc1c(NC2=C(Cl)C(=O)N(c3ccccc3)C2=O)c(=O)n(-c2ccccc2)n1C,-0.4,64,-6%,3.9%,6%,-3%,0.2%,0.1%,9%,-7%,
CN1C[C@@H]2C[C@@H](c3cccn3-c3nccs3)N3CCC[C@@]23C1=O,-0.1,65,19%,-0.8%,-6%,7%,0.0%,-0.4%,2%,7%,
Cc1cccc(CN2C(=O)c3ccccc3Sc3ccc(C(=O)NCCN4CCOCC4)cc32)c1,4.0,59,-15%,-1.9%,2%,-13%,0.3%,1.1%,-11%,13%,
O=C(Nc1cnccn1)Nc1ccccc1F,0.2,59,4%,1.8%,-2%,6%,0.3%,0.3%,-4%,17%,
Cc1ccc(-c2nc3sc4c(c3c(=O)n2N)CCCC4)cc1,7.6,73,2%,-0.6%,-6%,8%,-0.1%,9.0%,6%,0%,
CCCn1nc(C(=O)NCc2ccc3c(c2)OCO3)c2ccccc2c1=O,1.6,49,2%,-1.0%,-2%,-2%,0.0%,0.3%,-11%,-7%,
Cc1nc(SCc2cccc(F)c2)c2oc3ccccc3c2n1,1.7,42,1%,-1.2%,3%,6%,0.0%,-1.4%,-9%,6%,
Cc1nn(C)c(Cl)c1CN1CCC(CO)(CC2CCCCO2)CC1 (configuration not stated),-0.2,51,6%,1.2%,5%,6%,-0.1%,0.1%,1%,8%,
O=C(Cc1ccccc1)NNC(=O)c1ccccc1C(=O)O,0.4,51,6%,-1.6%,6%,?,-0.1%,0.1%,-13%,6%,
COc1ccc(NC(=O)c2c(F)cccc2F)cc1S(=O)(=O)Nc1ccc(Br)cc1,1.6,56,-9%,-0.8%,-4%,31%,-0.3%,0.4%,3%,7%,
Cc1ccc(CSc2nnc(-c3cccc(S(=O)(=O)N4CCOCC4)c3)n2C2CCCC2)cc1,5.2,45,-6%,0.8%,-1%,8%,0.3%,4.7%,-2%,17%,
Cn1c(=S)n(CCC(=O)O)c2ccccc21,-0.4,85,2%,-0.4%,7%,-4%,-0.1%,0.4%,-3%,10%,
COCCN1CC(C(=O)NCc2ccccc2-n2ccnc2C)CCC1=O (configuration not stated),1.2,56,-8%,0.7%,0%,10%,-0.1%,-0.1%,0%,4%,
CCOC(=O)c1ccc(NC(=O)CN2C(=O)NC3(CCC(C)CC3)C2=O)cc1 (configuration not stated),2.1,58,-5%,-1.1%,8%,6%,-0.3%,0.0%,-8%,11%,
CCc1cc(-c2n[nH]c(=S)n2Cc2ccccc2)cs1,1.6,89,-1%,-0.9%,-2%,-1%,-0.1%,0.4%,-12%,0%,
CCC(C)NC(=O)c1cc(-c2ccc(OC)cc2)on1 (configuration not stated),3.8,62,-5%,0.4%,-4%,4%,0.0%,1.9%,-2%,15%,
COC(=O)c1ccc(OC(=O)CN2C(=O)c3ccccc3C2=O)cc1,-0.9,81,1%,1.0%,3%,-5%,-0.1%,0.4%,-8%,3%,
Cc1cccc(CCNC(=O)c2cc(S(=O)(=O)N3CCOCC3)cn2C)c1,4.7,65,-13%,-1.1%,-1%,11%,0.6%,3.0%,1%,-2%,
O=C(NNC(=S)NC(=O)c1cccnc1)c1ccccc1,0.1,81,-2%,11%,-1%,4%,0.0%,-2.5%,-4%,.,
CCC(=O)N1c2ccccc2C(N(C(C)=O)c2ccccc2)CC1C (configuration not stated),-1.7,72,3%,0.2%,2%,17%,-0.2%,0.3%,-2%,17%,

# Additional records:
SMILES,NTR1 ag,NTR1 ag cell count 20 µM,GPR35 arrestin U2OS,HIV fusion peptide,Siah-1 displacement,AID2073,GPR55 beta-arrestin,K1F lysis inhibition,Dengue-2 NS5 capping,GPR55 antagonists,others
O=C(CCC(=O)N1CCOc2ccccc21)NC1CCCCCC1,2.7,85,2%,-1.3%,-5%,12%,-0.1%,2.0%,3%,-4%,
CC1(C)Cc2noc(N)c2C(C)(C)N1OC(=O)c1ccccc1,-3.0,111,-9%,-1.5%,6%,7%,-0.2%,0.6%,-12%,-6%,
COc1ccc(C)cc1S(=O)(=O)N1c2ccccc2CC1C (configuration not stated),-2.0,66,8%,-2.1%,-9%,-8%,0.0%,1.1%,-3%,5%,
CC1CCN(Cc2nnnn2-c2cccc([N+](=O)[O-])c2)CC1,0.8,63,-1%,0.5%,0%,-6%,0.1%,1.8%,-5%,4%,
COc1cc(NC(=O)C2CCCCC2)c(OC)cc1NC(=O)c1ccco1,0.1,80,-8%,-2.1%,-7%,34%,-0.2%,-0.1%,-9%,-8%,
O=C(Cn1cc(C(F)(F)F)cc(Cl)c1=O)NCCc1ccc(Cl)cc1Cl,-0.9,43,6%,0.8%,-4%,17%,0.2%,0.1%,-8%,6%,
Cc1cccc(C)c1NC(=O)C1(N2CCN(C(=O)c3ccco3)CC2)CCCCC1,-1.3,54,1%,-2.4%,0%,-1%,0.1%,1.4%,-3%,3%,
